From PubChem BioAssay
FN deposition inh = fibronectin deposition inhibition. AH1F fibroblasts, Alexa488-fibronectin deposition fluorescence, overnight. 350,000 tested, 0.086% active. AID 743247. inhibition, % at 12.6 µM;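 active means mean inhibition across replicates of 30% or more, regardless of how many single replicates reach that level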;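 further: positive control wells lacked labelled fibronectin entirely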
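Material: AH1F fibroblast monolayer depositing Alexa488-labelled fibronectin into matrix | Input: 10000 AH1F cells/well | Medium: DMEM plus 2% serum, read in PBS | Reagent: Alexa488-fibronectin, 24 nM final in well | Compound dosing: One dose per compound, pinned | Schedule: 1 h adhesion, overnight exposure | Measured by: Fluorescence at 485 nm excitation, 525 nm emission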
Xi reactivation = reactivates the inactive X chromosome in mouse fibroblasts; activation, % at 7.58 µM; 360,000 tested, 0.055% active; AID 743238; XiGFP mouse fibroblasts, % GFP-positive cells imaging, 3 d; cells co-treated with 5-aza-dC sensitizer; scaled so ellipticine positive control = 100%;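 active means mean normalized replicate activation at least 10% and every replicate at or above 10%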;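 further: 0% = median of on-plate neutral control wells and 100% = ellipticine 6 µM median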
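Assay system – SV40-immortalized XiGFP fibroblast cells, line 68-5-11 · Buffer or medium – DMEM supplemented with 5-aza-dC as sensitizing agent · Dosing – one concentration, pinned · Benchmarks – positive control ellipticine, 6 µM final · Times – 3 days compound exposure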
esBAF inh = inhibitors of esBAF chromatin remodeling in mouse ES cells; reporter increase, % at 12.5 µM; Bmi1-luciferase knock-in reporter, 24 h; 100% = twice the neutral-well signal; 350,000 tested, 2% active; in the data active means activation above about 40%;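 further: 0% = median of the plate's neutral control wells and 100% = double that signal; a rise in the Bmi1 reporter signal indicates esBAF inhibition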
RAD52 anneal inh = inhibitors of human RAD52 DNA annealing; P43351; recombinant RAD52 DNA annealing, FRET fluorescence; inhibition, % at 18.7 µM; 360,000 tested, 0.46% active;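 active means every replicate showing at least 50% inhibition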
Target sequence (P43351 whole entry, looked up): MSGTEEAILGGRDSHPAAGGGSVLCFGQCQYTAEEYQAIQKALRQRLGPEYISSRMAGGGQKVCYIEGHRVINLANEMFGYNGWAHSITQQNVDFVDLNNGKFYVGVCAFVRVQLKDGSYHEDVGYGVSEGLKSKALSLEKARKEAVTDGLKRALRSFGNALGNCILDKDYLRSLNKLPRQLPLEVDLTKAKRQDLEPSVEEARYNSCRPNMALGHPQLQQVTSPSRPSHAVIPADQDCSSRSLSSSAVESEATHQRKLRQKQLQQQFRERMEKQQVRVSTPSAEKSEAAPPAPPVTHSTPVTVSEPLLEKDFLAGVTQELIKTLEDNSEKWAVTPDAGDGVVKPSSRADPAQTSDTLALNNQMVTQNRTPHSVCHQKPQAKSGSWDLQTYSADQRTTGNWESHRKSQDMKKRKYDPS
RAD54 branch = blocks human RAD54 Holliday junction branch migration; Q92698; FAM/BHQ fluorescence; inhibition, % at 10.4 µM; 360,000 tested, 0.14% active; AID 602329;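 active means mean normalized replicate activity at least 40 and at least half of replicates scoring 40 or more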;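 further: 0% = median of neutral control wells and 100% = median of positive control wells; inhibitors cause a drop in the FAM fluorescence signal; in these data hits start at about 50%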
S100A4 MyoIIA = blocks human S100A4 binding to myosin IIA peptide; AID 652163; P26447; S100A4/TAMRA-MyoIIA peptide fluorescence polarization; inhibition, % at 10.7 µM; 360,000 tested, 0.14% active;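 active means mean inhibition of at least 70% across replicates, with every replicate also reaching that level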
Target sequence (P26447 whole entry, looked up): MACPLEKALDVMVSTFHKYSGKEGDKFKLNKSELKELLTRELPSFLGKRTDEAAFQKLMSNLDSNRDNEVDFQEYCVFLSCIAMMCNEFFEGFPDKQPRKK
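Material: S100A4 monomer protein | Medium: HEPES pH 7.2 with CaCl2, KCl, NaCl, DTT, Triton | Reagent: Labelled myosin peptide probe, 5 nM | Doses: One dose per compound | Times: 5 min incubation before reading | Benchmarks: Neutral control DMSO, positive control TFP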
EWS-Fli block = blocks EWS/Fli oncoprotein-driven transcription. A673 NR0B1-luciferase reporter, viability-normalised. inhibition, % at 12.6 µM. 350,000 tested, 0.67% active. AID 651661;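 active means mean inhibition of at least 50% after viability correction, with every replicate also passing that limit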;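 further: firefly luciferase signal divided by Alamar Blue viability fluorescence both relative to DMSO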
E-sel inducer = E-selectin induction on HUVECs; HUVEC E-selectin immunofluorescence imaging; normalized: neutral wells 0, TNF-alpha wells 100; activation, % at 7.58 µM; 260,000 tested, 0.37% active; AID 686992;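 active means mean E-selectin-positive cell signal at least 10% of the positive control, reached in at least 60% of replicates, without over 20% cell loss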;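 further: in these data hits start at about 27%; measured in HUVEC primary endothelial cells; signal is the percent of cells scored E-selectin positive by PE staining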
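Assay system: HUVEC, human umbilical vein endothelial cells / Amount: 3,000 HUVEC/well / Controls: TNF-alpha positive control, DMSO neutral control / Compound dosing: single concentration / Medium: EGM-2 over gelatin coat / Evaluation: percent E-selectin-positive cells / Signal: immunofluorescence imaging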
* marks the source's active call; other numbers are inactive results.

How did CSCC[C@H](NC(=O)Cc1c(C)c2cc3c(C)c(C)oc3cc2oc1=O)C(=O)N[C@@H](C(=O)O)c1ccccc1 do in these assays?
esBAF inh: 3; RAD52 anneal inh: -25; RAD54 branch: -6; S100A4 MyoIIA: -2; EWS-Fli block: -1

What do the screens show for `O=C(NC1CCCc2ccccc21)c1c(F)cccc1Cl` (stereo not given)?
FN deposition inh: -2; Xi reactivation: 0.2; esBAF inh: 3; RAD52 anneal inh: -12; RAD54 branch: 6; S100A4 MyoIIA: 1; EWS-Fli block: -6; E-sel inducer: 0.0

Results for O=C(NCc1ccc2c(c1)OCO2)[C@H]1[C@H](CO)[C@H]2Cn3c(cccc3=O)[C@@H]1N2Cc1cccnc1 ?
Xi reactivation: 0.4; esBAF inh: -8; RAD52 anneal inh: -5; RAD54 branch: 0; S100A4 MyoIIA: 12; EWS-Fli block: -1; E-sel inducer: -0.2

Results for Cc1ccc(SCC(=O)Nc2ccccc2C(=O)N2CCOCC2)cc1 ?
FN deposition inh: -5; Xi reactivation: 0.1; RAD52 anneal inh: -37; S100A4 MyoIIA: -2; E-sel inducer: 0.0

How did Cc1ccccc1N/N=C/c1c(C)nc2ccccn12 do in these assays?
FN deposition inh: -1; Xi reactivation: 0.2; esBAF inh: 1; RAD52 anneal inh: -8; RAD54 branch: 12; S100A4 MyoIIA: -1; EWS-Fli block: 16

What do the screens show for `C[C@@H]1CN([C@H](C)CO)C(=O)c2cc(N(C)C)ccc2O[C@@H]1CN(C)C(=O)Nc1cccc2ccccc12`?
FN deposition inh: 9; Xi reactivation: -0.9; esBAF inh: -2; RAD52 anneal inh: 1; RAD54 branch: -6; S100A4 MyoIIA: -7; EWS-Fli block: 2; E-sel inducer: 12

What do the screens show for `C[C@H]1CN([C@@H](C)CO)C(=O)c2cccc(NC(=O)Nc3ccccc3)c2O[C@H]1CN(C)C(=O)Nc1ccc(F)cc1`?
Xi reactivation: -0.5; esBAF inh: 1; RAD52 anneal inh: -8; RAD54 branch: 18; S100A4 MyoIIA: 4; EWS-Fli block: -4; E-sel inducer: 0.3

What do the screens show for `O=C(NCc1ccco1)c1ccc(Cl)c(S(=O)(=O)Nc2ccccc2)c1`?
FN deposition inh: -1; Xi reactivation: 0.0; esBAF inh: -2; RAD52 anneal inh: -10; S100A4 MyoIIA: -4; EWS-Fli block: 4

Results for COc1cc2c(cc1OC)C(c1cc(OC)c(OC)c(OC)c1)C1(O)C(=O)OCC1(O)C2 (stereo not given) ?
Xi reactivation: -0.1; esBAF inh: 7; RAD52 anneal inh: -1; RAD54 branch: -5; S100A4 MyoIIA: 1; EWS-Fli block: -6

How did O=C(c1ccc(F)cc1Cl)N1CCN(S(=O)(=O)c2cccs2)CC1 do in these assays?
FN deposition inh: 8; Xi reactivation: 0.0; esBAF inh: -8; RAD52 anneal inh: -3; RAD54 branch: 2; S100A4 MyoIIA: 2; EWS-Fli block: 5; E-sel inducer: 0.0

Results for COc1ccc(C(CNC(=O)COc2c(C)cc(C)cc2C)N2CCOCC2)cc1 (stereo not given) ?
Xi reactivation: 0.6; esBAF inh: 3; RAD52 anneal inh: 4; RAD54 branch: 3; S100A4 MyoIIA: -10; EWS-Fli block: 1; E-sel inducer: -0.6

Results for CC(C)c1ccc(NC(=O)C[C@H]2CC[C@H]3[C@@H](COc4ccc(NC(=O)Nc5ccc(F)c(F)c5)cc4C(=O)N3C)O2)cc1 ?
esBAF inh: 32; RAD52 anneal inh: 20; RAD54 branch: 4; S100A4 MyoIIA: 0; EWS-Fli block: -1

Results for Cn1nc(NC(=O)C2CCC2C(=O)O)c2c(F)cccc21 (stereo not given) ?
FN deposition inh: 0; Xi reactivation: 0.0; esBAF inh: -5; RAD52 anneal inh: -3; S100A4 MyoIIA: -4; EWS-Fli block: 16

How did COc1ccccc1-c1n[nH]nc1C1=CC(=O)CC(C)(C)C1 do in these assays?
FN deposition inh: -4; Xi reactivation: -0.2; esBAF inh: -7; RAD52 anneal inh: -1; RAD54 branch: 9; S100A4 MyoIIA: -2; EWS-Fli block: 11; E-sel inducer: 0.1

Results for O=C(C1CCOCC1)N1CC(=O)N2[C@H](CO)[C@H](c3ccc(-c4cccnc4)cc3)[C@@H]2C1 ?
FN deposition inh: -3; Xi reactivation: 0.0; RAD52 anneal inh: 4; S100A4 MyoIIA: -20; EWS-Fli block: -9; E-sel inducer: 0.2

Results for C[C@H]1CN([C@@H](C)CO)C(=O)c2cc(NC(=O)Cn3cnnn3)ccc2O[C@@H]1CN(C)C(=O)Nc1ccc(C(F)(F)F)cc1 ?
Xi reactivation: -0.1; esBAF inh: -1; RAD52 anneal inh: -6; RAD54 branch: -8; S100A4 MyoIIA: 4; EWS-Fli block: -8; E-sel inducer: 1.5

What do the screens show for `O=C(C[C@@H]1C[C@@H]2c3cc(NC(=O)C4CCOCC4)ccc3O[C@@H]2[C@@H](CO)O1)NCC1CC1`?
FN deposition inh: -8; Xi reactivation: 0.1; esBAF inh: 0; RAD52 anneal inh: -4; RAD54 branch: 0; S100A4 MyoIIA: 4; EWS-Fli block: 2; E-sel inducer: -0.1

What do the screens show for `Oc1c(Br)cccc1/C=N/c1ncn[nH]1`?
FN deposition inh: -4; Xi reactivation: 0.0; esBAF inh: 1; RAD52 anneal inh: -8; RAD54 branch: -7; S100A4 MyoIIA: -4; EWS-Fli block: -11

How did O=C(Nc1ccnn1C1CCN(Cc2cccc(OCCO)c2)CC1)C1CCOC1 (stereo not given) do in these assays?
FN deposition inh: -6; Xi reactivation: 0.0; RAD52 anneal inh: -4; RAD54 branch: -1; S100A4 MyoIIA: 1; EWS-Fli block: 2

What do the screens show for `CCCCCOC(=O)NC1CCS(=O)(=O)C1` (stereo not given)?
FN deposition inh: 10; Xi reactivation: 0.0; esBAF inh: 3; RAD52 anneal inh: -5; S100A4 MyoIIA: -1; EWS-Fli block: -8; E-sel inducer: 2.1

2 records drawn at random from those above:
How did Cc1ccccc1N/N=C/c1c(C)nc2ccccn12 do in these assays?
FN deposition inh: -1; Xi reactivation: 0.2; esBAF inh: 1; RAD52 anneal inh: -8; RAD54 branch: 12; S100A4 MyoIIA: -1; EWS-Fli block: 16

Results for O=C(C1CCOCC1)N1CC(=O)N2[C@H](CO)[C@H](c3ccc(-c4cccnc4)cc3)[C@@H]2C1 ?
FN deposition inh: -3; Xi reactivation: 0.0; RAD52 anneal inh: 4; S100A4 MyoIIA: -20; EWS-Fli block: -9; E-sel inducer: 0.2

Next entries
Results for CCCNC(=O)C1(C)CCCN(C(=O)c2cc(C)n(C(C)(C)C)n2)C1 (stereo not given) ?
Xi reactivation: 0.0; esBAF inh: -4; RAD52 anneal inh: 1; RAD54 branch: 8; S100A4 MyoIIA: -3; EWS-Fli block: -8; E-sel inducer: 2.9

Results for Clc1ccc(-c2c[n+](Cc3ccc(Br)cc3)c3n2CCCCC3)cc1 ?
FN deposition inh: -8; Xi reactivation: 0.5; RAD52 anneal inh: 7; S100A4 MyoIIA: -4; EWS-Fli block: 20

How did C[C@H]1CN([C@@H](C)CO)C(=O)c2cc(NC(=O)CCCN(C)C)ccc2O[C@H]1CN(C)Cc1ccc(C(F)(F)F)cc1 do in these assays?
Xi reactivation: 0.2; esBAF inh: -7; RAD52 anneal inh: 1; RAD54 branch: 0; S100A4 MyoIIA: 20; EWS-Fli block: 1; E-sel inducer: 42*

Results for Cc1ccccc1C(=O)Nc1ccc(O)cc1C(=O)O ?
FN deposition inh: -13; Xi reactivation: 0.0; esBAF inh: -4; RAD52 anneal inh: -14; RAD54 branch: 7; S100A4 MyoIIA: 3; EWS-Fli block: -5; E-sel inducer: 1.1

What do the screens show for `O=C(COc1ccc2c3c(c(=O)oc2c1)CCCC3)N[C@@H](Cc1ccccc1)C(=O)O`?
esBAF inh: -7; RAD52 anneal inh: -21; RAD54 branch: -11; S100A4 MyoIIA: -18; EWS-Fli block: 1

Results for CCOC(=O)C1(Cc2cccc(OC)c2)CCCN(S(=O)(=O)CC)C1 (stereo not given) ?
FN deposition inh: -8; Xi reactivation: 0.0; esBAF inh: -7; RAD52 anneal inh: -6; RAD54 branch: -3; S100A4 MyoIIA: -3; EWS-Fli block: -2

What do the screens show for `CN(C)C(=O)C[C@@H]1CC[C@H](NC(=O)C2CCOCC2)[C@H](CO)O1`?
FN deposition inh: -5; Xi reactivation: 0.2; esBAF inh: -4; RAD52 anneal inh: 3; RAD54 branch: -1; S100A4 MyoIIA: -10; EWS-Fli block: 5; E-sel inducer: 4.6

What do the screens show for `CC(C)CN(C(=O)CSc1ncnc2sccc12)C1CCS(=O)(=O)C1` (stereo not given)?
FN deposition inh: 2; Xi reactivation: 0.5; esBAF inh: -4; RAD52 anneal inh: -10; RAD54 branch: 4; S100A4 MyoIIA: 1; EWS-Fli block: -5

How did N/C(=N\OC(=O)c1ccc2c(c1)OCO2)c1ccncc1 do in these assays?
FN deposition inh: -5; Xi reactivation: 0.5; esBAF inh: 31; RAD52 anneal inh: 4; S100A4 MyoIIA: 3; EWS-Fli block: -45; E-sel inducer: -0.2

How did CC(C)Cn1c(=O)c(CCC(=O)Nc2ccc(N3CCOCC3)cc2)nc2cc(Cl)ccc21 do in these assays?
FN deposition inh: 9; Xi reactivation: 0.1; esBAF inh: 0; RAD52 anneal inh: -9; RAD54 branch: -3; S100A4 MyoIIA: 5; E-sel inducer: -0.3

Results for COc1ccc(NC(=O)c2ccc(-c3ccc(C(C)=O)cc3)o2)cn1 ?
FN deposition inh: -5; Xi reactivation: -0.1; esBAF inh: 45*; RAD52 anneal inh: -71; RAD54 branch: -1; S100A4 MyoIIA: 0; EWS-Fli block: -47

How did O=C(NCCNC(=O)c1ccccc1[N+](=O)[O-])c1ccccc1[N+](=O)[O-] do in these assays?
FN deposition inh: -3; Xi reactivation: 0.1; esBAF inh: -4; RAD52 anneal inh: -12; RAD54 branch: -1; S100A4 MyoIIA: -3; EWS-Fli block: -20; E-sel inducer: 0.1

Results for CC(C)c1cccc(NC(=O)C[C@H]2CC[C@H]3[C@@H](COc4ccc(NC(=O)c5ccc(C#N)cc5)cc4C(=O)N3C)O2)c1 ?
FN deposition inh: 26; Xi reactivation: 0.2; esBAF inh: 5; EWS-Fli block: 4; E-sel inducer: 0.1

How did COc1ccc(CC(=O)NCc2nn(-c3ccccc3)nc2C)cc1OC do in these assays?
FN deposition inh: 4; Xi reactivation: 0.2; esBAF inh: -10; RAD52 anneal inh: -14; S100A4 MyoIIA: -4; EWS-Fli block: 27; E-sel inducer: 0.7

What do the screens show for `C[C@@H]1CN([C@H](C)CO)C(=O)c2cc(C#C[C@@H](C)O)cnc2O[C@@H]1CN(C)C(=O)c1ccncc1`?
Xi reactivation: -0.6; esBAF inh: 0; RAD52 anneal inh: 2; RAD54 branch: 0; S100A4 MyoIIA: -2; EWS-Fli block: -3; E-sel inducer: -0.3

What do the screens show for `CCCN(C)C[C@H]1Oc2cc(-c3ccncc3)ccc2S(=O)(=O)N([C@@H](C)CO)C[C@H]1C`?
FN deposition inh: -2; Xi reactivation: 0.0; esBAF inh: 1; RAD52 anneal inh: 0; RAD54 branch: -1; S100A4 MyoIIA: -4; EWS-Fli block: -1; E-sel inducer: 0.0

Results for CCS(=O)(=O)Nc1cc(-c2nc3cccnc3s2)ccc1C ?
Xi reactivation: 0.2; esBAF inh: 34; RAD52 anneal inh: -32; RAD54 branch: 12; S100A4 MyoIIA: 1; EWS-Fli block: -49; E-sel inducer: 0.2
